D3 antag – antagonists of human D3 dopamine receptor; D3R cells, DiscoveRx beta-arrestin luminescence, antagonist mode; active compounds read low; max response, negative = inhibition, %; 360,000 compounds, 2.5% hits; AID 652054; in the data active means max response below about -50%; inconclusive means no clear call, values can overlap the other calls; further: on the % scale 0 is the no-effect control and ±100 the full control effect; mostly tested at two doses, the higher about 12 µM
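Cells plated overnight at 1500 cells/well, then exposed to library compounds with dopamine controls for 90 minutes at 37 degrees C. DiscoveRx reagent added for 30–60 minutes at room temperature; luminescence read, quantitative HTS format.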
aSyn yeast inh – alpha-synuclein toxicity inhibition in yeast; 370,000 compounds, 0.14% hits; AID 652106; Yeast expressing alpha-synuclein, growth rescue, BacTiter-Glo, 24 h; Potency, µM (highest dose often 46.1 µM), without a hit: at the top dose growth rescue (activation), most hits filed as activators; further: potency means the concentration at half of the fitted maximal effect; % of control where 0% means no effect; nearly all actives have a fitted effect of over 65% in size
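Screening used galactose-induced yeast with toxic alpha-synuclein levels, exposed to compound for 24 hr at 30 deg C. Cell growth, read with BacTiter-Glo luminescence, gave the measured signal.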
D3 ag – D3 dopamine receptor (human) agonism. P35462. D3R DiscoveRx beta-arrestin cells, luminescence, 90 min. max activation, %. 410,000 compounds, 0.58% hits. AID 652048; in the data active means max activation above about 30%; further: 0% is about no effect; mostly tested at two doses, the higher about 12 µM
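Cells at 1500/well, incubated overnight, then treated with pinned compounds (dopamine as control) for 90 min at 37 degrees C. DiscoveRx reagent added for 30 - 60 minutes at room temperature; luminescence read.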
Abeta yeast res – restores growth of yeast expressing A-beta42 peptide; Potency, µM (top dose mostly 46.1 µM), for the others: top-dose growth rescue, hits mostly activators; 410,000 compounds, 0.063% hits; AID 1347071; yeast expressing A-beta42, growth rescue, OD600, 48 h; response scale: 0% DMSO, 100% iron-clioquinol control; further: potency means the concentration at half of the fitted maximal effect; nearly all actives have a fitted effect of over 55% in size
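Yeast A-beta toxicity model in growth medium with pinned compounds, 48 h at 30 C; growth read as absorbance at 600 nm. Normalized to FeCl3/clioquinol equimolar mix (positive) and DMSO (negative).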
EPAC2 ag – activates human EPAC2 exchange factor. Q8WZA2. EPAC2 activation, biochemical qHTS; response scale: 100% = 6.5 mM cAMP response. Potency, µM (top dose mostly 154 µM), inactives show at the top dose activation, actives largely listed as activators. 360,000 compounds, 0.079% hits. AID 720711; further: potency means the concentration at half of the fitted maximal effect; nearly all actives have a fitted effect of over 50% in size
Target sequence (Q8WZA2 whole entry, looked up): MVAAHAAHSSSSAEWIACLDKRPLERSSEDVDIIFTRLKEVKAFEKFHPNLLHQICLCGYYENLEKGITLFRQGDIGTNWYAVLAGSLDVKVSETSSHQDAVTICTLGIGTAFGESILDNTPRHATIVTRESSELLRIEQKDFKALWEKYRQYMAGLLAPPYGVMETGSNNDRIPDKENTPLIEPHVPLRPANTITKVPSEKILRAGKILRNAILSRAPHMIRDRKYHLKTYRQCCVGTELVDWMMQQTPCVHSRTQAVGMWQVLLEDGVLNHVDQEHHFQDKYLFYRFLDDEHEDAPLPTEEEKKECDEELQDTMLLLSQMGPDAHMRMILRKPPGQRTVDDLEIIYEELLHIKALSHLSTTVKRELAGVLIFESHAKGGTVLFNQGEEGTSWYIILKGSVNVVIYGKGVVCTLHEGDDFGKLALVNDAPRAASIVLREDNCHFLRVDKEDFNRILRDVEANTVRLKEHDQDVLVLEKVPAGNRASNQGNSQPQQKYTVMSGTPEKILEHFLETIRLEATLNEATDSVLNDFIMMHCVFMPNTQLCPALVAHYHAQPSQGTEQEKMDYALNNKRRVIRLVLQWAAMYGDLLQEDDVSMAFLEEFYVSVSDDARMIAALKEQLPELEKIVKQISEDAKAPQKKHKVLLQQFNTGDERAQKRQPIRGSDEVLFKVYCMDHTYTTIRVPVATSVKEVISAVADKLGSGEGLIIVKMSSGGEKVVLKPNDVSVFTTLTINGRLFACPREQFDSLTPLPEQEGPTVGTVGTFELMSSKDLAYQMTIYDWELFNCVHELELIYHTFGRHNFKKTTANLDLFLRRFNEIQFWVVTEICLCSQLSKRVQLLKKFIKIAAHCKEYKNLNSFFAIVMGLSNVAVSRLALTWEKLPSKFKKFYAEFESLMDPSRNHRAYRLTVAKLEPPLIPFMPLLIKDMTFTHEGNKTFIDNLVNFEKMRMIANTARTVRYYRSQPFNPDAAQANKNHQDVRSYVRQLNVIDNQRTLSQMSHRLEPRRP
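Compounds were added across a concentration range to EPAC2 (100 nM), RAP1B-BODIPY-GDP (250 nM) and GDP (50 uM). After 5 min at room temperature, fluorescence was recorded at 5-min intervals for 30 min.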
TDP-43 yeast inh – TDP-43 toxicity inhibition in yeast | TDP-43 expressing yeast growth rescue, BacTiter-Glo, 24 h | Potency, µM (top dose mostly 46.1 µM), for the others: top-dose growth rescue (activation), hits mostly activators | 410,000 compounds, 1.8% hits | AID 652104; further: potency means the concentration at half of the fitted maximal effect; % of control where 0% means no effect; nearly all actives have a fitted effect of over 50% in size
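Yeast expressing TDP-43 (pregrown in raffinose, seeded at OD600=0.02 in galactose medium) exposed to compounds 24 hr at 30 deg C. Growth read by BacTiter-Glo luminescence; rescue of toxicity appears as increased signal.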
EPAC2 antag – antagonists of human EPAC2 | EPAC2 GEF exchange of Rap1B-BODIPY-GDP, fluorescence | Potency, µM (series often up to 114 µM), for the others: at the highest dose activity, negative = inhibition, usual class: inhibitors | Q8WZA2 | 360,000 compounds, 0.18% hits; further: potency means the concentration at half of the fitted maximal effect; on the % scale 0 is the no-effect control and ±100 the full control effect; nearly all actives have a fitted effect of over 45% in size; many of its hits are not listed in these tables
FUS suppressor – rescues growth of FUS-expressing yeast. S. cerevisiae FUS-expressing, growth rescue, OD600, 24 h. Potency, µM (doses to about 76.6 µM), inactives show top-dose growth rescue (activation), actives largely listed as activators. 390,000 compounds, 0.24% hits. AID 1347120;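 further: potency means the concentration at half of the fitted maximal effect; plate controls were DMSO vehicle for no effect and reference control for full effect; nearly all actives have a fitted effect of over 55% in size; some results filed as inactive show a strong effect at the top dose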
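Read-out: OD at 600 nm after 24hr at 30C, reporting rescue of FUS-induced yeast toxicity. Cells at OD 0.005 in galactose (2%) minimal medium; compounds tested in a dilution series; CP55940 titration from 92uM final as control.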
Numbers without * were called inactive; ? = inconclusive; nt = no result given; & = joins results of further samples; [ ] = another dose, or the depositor's remark. Unless noted, the call rests on the fitted dose curve; in most records, active means well fitted curve in the direction sought with a large enough effect; inconclusive means small, poorly fitted or top-dose-only effect, or another doubt; inactive means no such curve, though single readings can be large; an effect the other way counts as inactive or inconclusive.

SMILES	D3 antag	aSyn yeast inh	D3 ag	Abeta yeast res	EPAC2 ag	TDP-43 yeast inh	EPAC2 antag	FUS suppressor
Cc1cccn2c(CN[C@@H]3CCCC[C@H]3c3ccccc3)c(C(=O)N3CCOCC3)nc12	2	-2%	4	-19%	13%	-21%	-4%	20%
CCOc1ccc(CNC2CCCCCCC2)cc1OC	-15	4%	-16	4%	11%	7%	-2%	-9%
CCOc1ccc(C(C(=O)NCC2CCCO2)N(C(=O)c2snc(C(N)=O)c2N)c2ccc(F)cc2)cc1 (stereo not given)	0	0%	0	-3%	19%	-18%	-12%	?
COc1ccc(C2C(C(=O)Nc3cccc(OC)c3)c3ccccc3C(=O)N2C)cc1 (stereo not given)	12	3%	-2	-4%	-5%	3%[9.22 µM]	4%	4%
COCCNC(=O)c1ccc2c(=O)n(CCOC)c(SCC(=O)c3c[nH]c4ccccc34)nc2c1	nt	nt	6	-18%	nt	-6%	nt	12%
COc1ccc([C@H]2C(C(=O)O)=C[C@@H](C(C)(C)C)N2S(=O)(=O)c2ccc(C)cc2)cc1OC	1	-1%	-24	4%	9%	-3%	-1%	12%
COC(=O)c1cc2occc2n1Cc1nc(-c2ccccc2F)oc1C	-3	0%	-2&2	-6%&3%	-5%	11%&13%	-1%	-25%&-1%
Cn1c(SCC(=O)Nc2ccccc2)nc(O)cc1=O	-13	-1%	14	20%	-2%	-4%	5%	37%
COc1ccc(CCC(=O)N2CCN(C3CCCCC3)CC2)cc1	13	5%	19	6%	-2%	-10%	4%	20%
CC1(c2ccccc2)NC(=O)N(CC(=O)NNC(=O)c2ccccc2F)C1=O (stereo not given)	-9	0%	-7	-2%	1%	-22%	-1%	19%
O=C(CSc1ccncc1)Nc1ccc(S(=O)(=O)Nc2nccs2)cc1	-18	-1%	-3	nt	14%	2%	-25%	-13%
COc1ccccc1NC(=O)CC12CC3CC(CC(Br)(C3)C1)C2	-6	0%	7	-6%	13%	2%	-16%	-8%
O=C(CCn1cccc1)NCc1ccc(Cl)cc1	0	2%	1	18%	1%	25%	8%	-15%
O=C(c1ccc2c(c1)OCO2)N1CCCC(c2ccccc2)C1 (stereo not given)	-6	13%	6	-28%	4%	6%	9%	nt
CCOC(=O)C1(NC(=O)C2(N3C(=O)c4ccccc4C3=O)CCCC2)CCCC1	-27	-20%	-3	8%	11%	-6%	12%	-1%
CSc1ccc(CCNC(=O)Cn2ncc3c(=O)oc4ccccc4c32)cc1	nt	nt	-11	4%	nt	6%	nt	-8%
Cc1ccc(-n2c(-c3cc(-c4ccco4)[nH]n3)n[nH]c2=S)c(Br)c1	-4	-12%	12	-8%	7%	10%	3%	1%
COCCn1c(C(=O)N2CCCC2)cc2c1C[C@H]1CN(C(=O)c3ccccc3)[C@@](Cc3ccc(F)cc3)(C(=O)OC)[C@@H]21	3	2%	-11	-6%	-4%	17%	2%	31%
CCOc1ccc(C(=O)/C=C/c2cc(OC)c(OC)c(OC)c2)cc1	-7	-10%	5	13%	8%	25%	-5%	18%
N=c1c(C(=O)NCC2CCCO2)cc2c(=O)n3ccccc3nc2n1Cc1cccnc1 (stereo not given)	-2	0%	2	22%	9%	-2%	13%	21%
O=C(Nc1cccc([N+](=O)[O-])c1)c1ccc2c(c1)OCO2	-8	3%	-15	3%	-2%	19%	-5%	nt
Cc1csc(=O)n1CCC(=O)OCC(=O)N(CC(C)C)c1c(N)n(Cc2ccccc2)c(=O)[nH]c1=O	-14	-3%	-5	18%	7%	11%	7%	38%
CN(C)c1ccc(CNC(=O)C2CCN(S(=O)(=O)c3ccc4c(c3)CCCC(=O)N4)CC2)cc1	0	-2%	7	-8%	-6%	-16%	-7%	-5%
Cc1ccc(CSC2=Nc3ccccc3C3=NC(CC(=O)NC4CCCCC4)C(=O)N23)c(C)c1 (stereo not given)	nt	nt	-1	-5%	nt	14%	nt	-11%
Cc1ccc2c(Cl)cc(Cl)c(OCC(=O)Nc3cc(S(=O)(=O)N(C)C)ccc3C)c2n1	67	11%	6	-9%	-2%	-21%[9.22 µM]	8%	49%
O=c1oc2ccccc2c(O)c1C=Nc1cccnc1	-20	-2%	0	3%	1%	-7%	-3%	-1%
CCOC(=O)c1cc2c(C(F)(F)F)cc(-c3ccccc3)nc2o1	27	-10%	1	9%	10%	16%	1%	18%
CN=C(Nc1ccccc1OC)SC1CC(=O)N(c2ccc(C(=O)OC)cc2)C1=O (stereo not given)	0	1%	-9	0%	4%	-34%[inhibitor]	-11%	nt
Cn1c(=O)c2c(nc(NCc3ccccc3)n2Cc2ccccc2Cl)n(C)c1=O	nt	nt	2	-6%	nt	17%	nt	-3%
CN(C)S(=O)(=O)N1CCC(Oc2ccc(C(=O)NCCc3cscn3)cc2)CC1	24	1%	18	-7%	-4%	0%	5%	nt

For convenience, part of the list above:
SMILES	D3 antag	aSyn yeast inh	D3 ag	Abeta yeast res	EPAC2 ag	TDP-43 yeast inh	EPAC2 antag	FUS suppressor
COc1ccc(C2C(C(=O)Nc3cccc(OC)c3)c3ccccc3C(=O)N2C)cc1 (stereo not given)	12	3%	-2	-4%	-5%	3%[9.22 µM]	4%	4%
COCCNC(=O)c1ccc2c(=O)n(CCOC)c(SCC(=O)c3c[nH]c4ccccc34)nc2c1	nt	nt	6	-18%	nt	-6%	nt	12%
COc1ccc([C@H]2C(C(=O)O)=C[C@@H](C(C)(C)C)N2S(=O)(=O)c2ccc(C)cc2)cc1OC	1	-1%	-24	4%	9%	-3%	-1%	12%

Other compounds:
SMILES	D3 antag	aSyn yeast inh	D3 ag	Abeta yeast res	EPAC2 ag	TDP-43 yeast inh	EPAC2 antag	FUS suppressor
NNC(=O)c1cnn(-c2ccccc2)c1C(F)(F)F	-11	2%	1	10%	5%	-17%	-1%	15%
O=C1N=C2SCCN2/C1=C\c1c(Cl)cccc1Cl	-21	-1%	0	7%	1%	-6%	-1%	52%
CCOC(=O)Cc1ccc(NC(=O)n2ncc3c(C)cccc32)cc1	nt	nt	2	-8%	nt	?	nt	7%
O=C1C(c2ccncc2)=C(O)c2ccccc21	?	-8%	-8	-26%	-4%	-34%[inhibitor]	9%	6%
Cc1cc(C)n(CC(=O)c2cccc(N)c2)n1	0	11%	6	7%	0%	nt	7%	9%
c1ccc(N2CCN(Cc3nnnn3C3CCCCC3)CC2)cc1	-5	7%	-4	16%	6%	15%	-1%	21%
COc1ccccc1-c1ccc(SCc2ccc([N+](=O)[O-])cc2)nn1	-14	7%	-7	-7%	4%	?	9%	8%
CCCC(=O)Nc1ccc(NC(=S)NC(=O)c2ccccc2[N+](=O)[O-])cc1	?	-1%	-12	-5%	23%	4%	5%	8%
Cc1ccc2cc(CN(CCCO)S(=O)(=O)c3ccccc3F)c(=O)[nH]c2c1C	-14	0%	-12	2%	4%	-8%	-12%	31%
Nc1c(Br)cc(Br)c(N2CCCC2=O)c1Br	?	-1%	4	-3%	6%	7%	9%	-4%
CC(NC(=O)Cn1cc([N+](=O)[O-])cn1)c1ccc(C(C)(C)C)cc1 (stereo not given)	-24	4%	-7	13%	-3%	-26%	2%	4%
Cn1c(=O)n(Cc2ccc(Cl)cc2)c(=O)c2c1nc1n2CCN1Cc1ccco1	44	0%	4	13%	-18%	21%	5%	-6%
CCCCN(C)CCCNC(=O)C1CCN(S(=O)(=O)CCC)CC1	nt	-6%	-13	-15%	nt	-3%	nt	-28%
O=C(NCc1nc2ccccc2[nH]1)C1=C[C@@H](C2CC2)C[C@@H](OCc2ccc(CO)cc2)O1	12	0%	15	2%	15%	13%	5%	-23%
Cc1cc(NC(=O)CCC(=O)N(c2ccc(F)cc2)C(C(=O)NC2CCCC2)c2cccnc2)no1 (stereo not given)	-12	3%	-22	-15%	5%	-4%	-7%	20%
CC(C)C[C@H]1COc2cc(N3CCC[C@H]3CO)ccc2S(=O)(=O)N1	0	-3%	-6	-1%	1%	3%	2%	-7%
Cc1cc(F)ccc1NC(=O)CCS(=O)(=O)c1cc2c3c(c1)CCN3C(=O)CC2	nt	nt	10	-11%	nt	22%	nt	9%
CCC(=O)c1ccc(OCC(=O)Nc2ccc(N3CCCCC3)cc2)cc1	7	0%	-4	-14%	3%	20%	-4%	7%
CCOc1ccc(S(=O)(=O)Nc2cccnc2)cc1	-14	5%	-1	13%	2%	34%	1%	6%
CCOC(=O)c1c(NC(=O)c2ccccc2OCC)sc2c1CCC(CC)C2 (stereo not given)	nt	nt	9	-18%	nt	2%	nt	9%
O=C(N/N=C/c1cccc([N+](=O)[O-])c1)C1CC(=O)N(c2ccc(Cl)cc2)C1 (stereo not given)	?	0%	-12	2%	-35%[inhibitor]	3%	-1%	-12%
COc1ccc(CC2(CO)CCN(C(C)Cc3ccc(Cl)cc3)CC2)cc1 (stereo not given)	?	3%	-21	0%	9%	-19%[9.22 µM]	2%	20%
COc1cccc(NC(=O)CN(C)C(=O)CCC(=O)c2cc(C)sc2C)c1	-4	1%	-1	2%	7%	-9%	-3%	7%
COc1cccc(OC)c1C(=O)Nc1ccccc1C(=O)N1CCCC1	-11	1%	2	-1%	13%	25%	-1%	nt
COc1ccccc1C(=O)COC(=O)CCNS(=O)(=O)c1ccc(C)c(C)c1	2	-14%	5	23%	3%	13%	-7%	13%
CCOc1ccccc1N1CC(C(=O)N2CCc3ccccc32)CC1=O (stereo not given)	5	0%	4	7%	3%	18%	9%	7%
COc1cc(C2C(C(=O)Nc3ccccc3)=C(C)Nc3nnnn32)cc(OC)c1OC (stereo not given)	nt	nt	-11	-23%	nt	-22%	nt	10%
Cc1ccc2[nH]c3c(=O)n(Cc4ccccn4)cnc3c2c1	-3	-4%	-3	6%	0%	-8%	10%	2%
CCOc1cc(NC(=S)NCC2CCCO2)c(OCC)cc1NC(=O)CC (stereo not given)	2	-2%	3	1%	6%	20%	4%	-17%
COc1ccc([N+](=O)[O-])cc1NC(=O)C1CCCN1S(=O)(=O)c1cccs1 (stereo not given)	-8	18%	-1	7%	15%	-16%	2%	17%
C=CCNC(=O)CCCCCNS(=O)(=O)c1ccc(OC)cc1	15	0%	1	2%	2%	-13%	0%	13%
S=C(NC1CCCCC1)N1CCCCC1	-2	-2%	-9	-7%	12%	13%	-2%	16%
CCOC(=O)C1(CCc2ccccc2)CCN(Cc2ccccn2)CC1	-19	-6%	-17	6%	-2%	-2%	6%	12%
O=C(Nc1ccc(F)c(Cl)c1)c1ccccc1	-1	-10%	12	-5%	9%	0%	5%	-22%

An excerpt; count on the stated rates, not on these rows.
